Bioassay records as filed in PubChem BioAssay.
SUMO Mot1 rescue = SUMOylation pathway inhibition by Mot1-301 growth rescue; S. cerevisiae Mot1-301 growth rescue, ATP luminescence, 38.5C; percent above DMSO median, 100 means doubled; growth rescue, % at 18.8 µM; hit rate 1% among 320,000; AID 2716;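 active = every valid replicate shows activation above 250% relative to neutral control wells; inactive = the rest, any valid replicate at or below 250%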;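 also: OY570 slx delta 5 strain wells were the positive control but not used for scaling; some compounds called inactive have numbers as strong as hits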
AddAB inh = less growth of phage-infected E. coli with AddAB | hit rate 0.29% among 330,000 | E. coli expressing H. pylori AddAB, absorbance growth | inhibition, % at 11.9 µM | AID 435030; in the data active = inhibition above about 12%;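 also: 0% = vehicle wells of infected cells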
PKA-R1A act = activators of PKA-R1A complex; hit rate 0.083% among 340,000; AID 504707; PKA-R1A dissociation, Cy5-IP20 fluorescence polarization; scaled: DMSO 0%, 113 µM cGMP 100%; activation, % at 11.4 µM; P00514+P68181;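 active = percent activation above the mean of all tested compounds plus 3 SD, cut at about 19% in these data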;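 also: higher means more PKAc released from R1A so a rise in polarization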
MOR-DOR ag = OPRM1-OPRD1 heterodimerization agonism; P35372+P41143; cells, luminescence; activation, % at 9.3 µM; hit rate 0.3% among 340,000; in the data active = activation above about 18%;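 also: 0% = vehicle-treated cells and 100% = reference agonist; values of inactives mirror those of a sister screen read the other way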
Target sequence (P35372 whole entry, looked up): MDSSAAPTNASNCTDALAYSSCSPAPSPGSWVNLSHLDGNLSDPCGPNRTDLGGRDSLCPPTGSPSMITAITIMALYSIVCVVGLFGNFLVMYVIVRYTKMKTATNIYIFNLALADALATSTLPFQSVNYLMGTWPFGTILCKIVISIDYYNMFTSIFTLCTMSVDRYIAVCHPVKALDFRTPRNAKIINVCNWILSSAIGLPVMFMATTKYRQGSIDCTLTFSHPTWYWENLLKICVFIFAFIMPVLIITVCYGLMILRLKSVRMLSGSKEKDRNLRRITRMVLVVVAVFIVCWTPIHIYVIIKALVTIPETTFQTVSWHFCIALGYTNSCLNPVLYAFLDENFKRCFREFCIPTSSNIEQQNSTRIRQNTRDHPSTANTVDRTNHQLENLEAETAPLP
Target sequence (P41143 whole entry, looked up): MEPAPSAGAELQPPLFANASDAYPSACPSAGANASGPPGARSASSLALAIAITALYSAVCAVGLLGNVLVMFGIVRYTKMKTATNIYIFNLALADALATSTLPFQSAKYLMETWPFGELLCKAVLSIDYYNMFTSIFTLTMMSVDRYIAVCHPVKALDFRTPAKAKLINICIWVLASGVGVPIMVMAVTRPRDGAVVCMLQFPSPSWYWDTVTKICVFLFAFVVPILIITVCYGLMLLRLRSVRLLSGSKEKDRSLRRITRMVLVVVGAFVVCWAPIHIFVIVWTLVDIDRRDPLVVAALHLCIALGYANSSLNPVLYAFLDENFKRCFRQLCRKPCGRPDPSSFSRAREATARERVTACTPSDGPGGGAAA
Ecoli viability = bacterial growth inhibition, counter-screen for AddAB inhibitors; E. coli V3065 growth, OD600 absorbance, 18 h; inhibition, % at 11.9 µM; hit rate 0.27% among 330,000; AID 449728;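 active = inhibition above the campaign's mean inhibition across all tested compounds plus 3 SD, cut at about 9.9% in these data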;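 also: uninfected addAB+ strain grown without phage in ampicillin broth; 0% = DMSO wells and 100% = ciprofloxacin 0.95 µg/ml wells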
HTR5A inv ctr = HTR5A inverse agonism, opioid heterodimer counter-screen; P47898; HTR5A cell line, luminescence; inhibition, % at 9.3 µM; hit rate 0.083% among 340,000; AID 504634; in the data active = inhibition mostly above about 23%, no sharp cut-off; inactive = mostly below about 18%;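 also: 0% = cells with DMSO and 100% = no-cell wells with DMSO; some compounds called inactive have numbers as strong as hits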
OPRM1-OPRD1 inv = mu-delta opioid heterodimer inverse agonism. P35372+P41143. cell-based MOR-DOR heterodimer luminescence. inhibition, % at 9.3 µM. hit rate 0.21% among 340,000; in the data active = inhibition above about 22%, passing the limit was not always enough;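 also: 0% = cells with DMSO and 100% = wells without cells with DMSO; values of inactives mirror those of a sister screen read the other way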
PKA-R2B act = activates the human PKA-R2B holoenzyme complex | hit rate 0.079% among 340,000 | activation, % at 11.4 µM | AID 504700 | PKA-R2B holoenzyme dissociation, Cy5-IP20 fluorescence polarization; R2B truncated from residue 108, S112A mutant; 0% DMSO only, 100% 113 µM cGMP | P22694+P31323;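 active = activation above a cutoff set at the mean over all compounds plus 3 SD, cut at about 18% in these data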;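 also: higher means more holoenzyme dissociation and a rise in polarization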
PfHsp90 set2 = reduces growth (ATP signal) of yeast expressing P. falciparum Hsp90 | S. cerevisiae expressing PfHsp90, BacTiter-Glo ATP, 48 h; yeast lacking PDR1 and PDR3 efflux regulators | inhibition, % at 9.4 µM | hit rate 0.32% among 310,000;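 active = every replicate shows inhibition above about 80%, whatever the replicate mean, limit read from the data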;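 also: 0% = DMSO neutral controls and 100% = 20 µM radicicol positive controls; yeast relying on Plasmodium falciparum Hsp90 in place of its own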
phage Ecoli inh = E. coli growth loss with phage present; growth absorbance; inhibition, % at 11.9 µM; hit rate 0.26% among 360,000; AID 651602; in the data active = inhibition above about 11%
Tat export inh = blocks Tat-dependent protein export in E. coli | inhibition, % at 10 µM | E. coli MC4100 TorA-mCherry Tat export, fluorescence | hit rate 0.036% among 340,000;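 active = mean replicate inhibition at least 50% and at least half of replicates individually reaching 50%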;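 also: exported cargo escapes ClpAP degradation while cytoplasmic cargo is degraded and loses fluorescence; 0% = median of neutral control wells and 100% = median of NaSCN control wells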
* hit, by the source's call; i = inactive; nt = no result given. Compounds were not picked by outcome. About 2.2% of those tested had a hit in this group.

SMILES | PKA-R2B act | PfHsp90 set2 | Tat export inh | PKA-R1A act | SUMO Mot1 rescue | OPRM1-OPRD1 inv | MOR-DOR ag | Ecoli viability | phage Ecoli inh | HTR5A inv ctr | AddAB inh
CCN1C(=O)/C(=C2\C=Cc3cc(C)ccc3N2CC)OC1=S | -9 | 10 | 0 | -7 | nt | 13 | -2.2 | -0.1 | 3.3 | -12 | -0.7
CCc1ccc(N2CC(C(=O)Nc3nnc(CC)s3)CC2=O)cc1 (stereo unspecified) | 7 | 25 | -3 | 0 | 0 | 16 | -2.9 | -0.7 | 3.2 | -7 | -1.1
O=C(CCC(C(=O)O)N1C(=O)c2ccccc2C1=O)Nc1ccccc1 (stereo unspecified) | -5 | 5 | -5 | 4 | nt | 11 | -2.5 | nt | 1.3 | 3 | nt
O=[N+]([O-])c1ccccc1OCC(O)CN1CCN(CC(O)COc2ccccc2[N+](=O)[O-])CC1 (stereo unspecified) | 2 | 2 | 1 | -3 | -5 | -7 | 1.4 | -0.3 | 4.7 | 6 | 1.5
CSCC[C@H](NC(=O)N1CCn2c1nc1ccccc12)C(=O)N1CCCCC1 | 7 | -1 | -1 | 3 | -3 | nt | nt | 1.2 | -1.4 | nt | 1.4
CC(=O)Nc1cccc(NC(=O)CSc2nnnn2C(C)C)c1 | -1 | 5 | 0 | 8 | 10 | 12 | -2.2 | -0.4 | 3.6 | -8 | 2.4
CN(C)c1nc(N)nc(-c2nc3ccccc3s2)n1 | 0 | 41 | -1 | -3 | 59 | 10 | -1.6 | -0.7 | 1.2 | 5 | -0.9
Cc1cc(CNC(=O)CC2C(=O)NCCN2CC(c2ccccc2)c2ccccc2)on1 (stereo unspecified) | 3 | 7 | 20 | -13 | -18 | 8 | -1.4 | 0.6 | 0.1 | 4 | 1.8
COc1ccc(NS(=O)(=O)c2cc(NC(=O)CCc3ccccc3)ccc2N2CCOCC2)cc1 | 2 | -39 | -3 | 1 | nt | 19 | -5.0 | nt | 3.0 | 3 | nt
Cn1cc(S(=O)(=O)N2CCCC2)cc1C(=O)NCc1ccc(F)cc1 | -1 | -6 | -2 | 1 | -1 | 4 | -0.7 | -0.3 | 3.2 | 6 | 3.0
O=C(O)[C@H]1CCCN1C(=O)c1ccccc1N1C(=O)[C@@H]2Cc3c([nH]c4ccccc34)C(c3cccc(Cl)c3)N2C1=O (stereo partly specified) | -1 | -1 | -1 | 0 | 9 | -14 | 2.8 | -2.7 | 0.2 | -14 | 0.0
CCOC(=O)N1CCN(C(=S)Nc2ccc(C)cc2)CC1 | -4 | 8 | 6 | 1 | 85 | 8 | -1.5 | -1.7 | 1.0 | -19 | 3.5

Record cards (already shown).
CC(=O)Nc1cccc(NC(=O)CSc2nnnn2C(C)C)c1 across the screens: PKA-R2B act: -1; PfHsp90 set2: 5; Tat export inh: 0; PKA-R1A act: 8; SUMO Mot1 rescue: 10; OPRM1-OPRD1 inv: 12; MOR-DOR ag: -2.2; Ecoli viability: -0.4; phage Ecoli inh: 3.6; HTR5A inv ctr: -8; AddAB inh: 2.4
O=[N+]([O-])c1ccccc1OCC(O)CN1CCN(CC(O)COc2ccccc2[N+](=O)[O-])CC1 (stereo unspecified) across the screens: PKA-R2B act: 2; PfHsp90 set2: 2; Tat export inh: 1; PKA-R1A act: -3; SUMO Mot1 rescue: -5; OPRM1-OPRD1 inv: -7; MOR-DOR ag: 1.4; Ecoli viability: -0.3; phage Ecoli inh: 4.7; HTR5A inv ctr: 6; AddAB inh: 1.5

(next part)
SMILES | PKA-R2B act | PfHsp90 set2 | Tat export inh | PKA-R1A act | SUMO Mot1 rescue | OPRM1-OPRD1 inv | MOR-DOR ag | Ecoli viability | phage Ecoli inh | HTR5A inv ctr | AddAB inh
CC(C)OC(=O)c1ccc(N2CCN(c3ccc(F)cc3)CC2)nc1 | -7 | 13 | 1 | 5 | 7 | -30 | 6.1 | -0.6 | 0.8 | 2 | -1.9
COCCCNCCOCCOc1ccccc1-c1ccccc1 | -17 | 4 | -9 | -4 | 7 | 9 | -1.7 | -3.5 | 3.0 | 15 | -0.3
Cn1c(=O)[nH]c(=O)c2c1nc(CN1CCN(c3ccccc3F)CC1)n2CC(N)=O | -8 | 21 | -6 | 8 | 21 | nt | nt | 3.3 | 0.5 | nt | 2.1
O=C(CCN1CCN(c2ccccc2)CC1)Nc1ccccc1 | 4 | 0 | -12 | 12 | -10 | 4 | -0.9 | -0.7 | 1.4 | 13 | 3.0
CCCc1nc2nc(C)c(NS(=O)(=O)c3ccc([N+](=O)[O-])cc3)c(=O)n2[nH]1 | -6 | -14 | 6 | 4 | 20 | 0 | 0.1 | -0.8 | 3.0 | -25 | 2.3
CN(C)S(=O)(=O)c1cccc(C(=O)Nc2cc3c(cc2C(=O)O)OCCCO3)c1 | 4 | -14 | -12 | -4 | 438 | -1 | 0.2 | -2.7 | 3.0 | -13 | 0.0
COc1ccc(C2(C)NC(=O)N(CC(=O)Nc3ccc(C)cc3Br)C2=O)cc1OC (stereo unspecified) | 3 | 2 | -3 | -7 | 132 | 13 | -2.0 | 1.3 | 0.4 | 5 | 2.9
CCNC(=S)SCCOc1ccccc1C | 6 | 1 | 1 | -6 | 121 | -2 | 0.4 | 0.9 | 3.0 | 4 | 5.0
Cc1cc(NC(=O)C(=O)NCCN2CCN(C(=O)c3cccs3)CC2)ccc1Br | -3 | -28 | -6 | 4 | -1 | -1 | 0.2 | -1.9 | 0.9 | -3 | -2.0
CCN(C[C@H]1N[C@@](CC)(C(=O)OC)[C@H]2C(=O)N(C)C(=O)[C@@H]12)S(=O)(=O)c1ccc(OC)cc1 | 4 | 21 | -8 | 11 | 8 | 3 | -0.6 | -2.9 | 0.7 | -6 | 1.9
CCC(C(=O)NC1CCCC1)N(Cc1ccco1)C(=O)Cn1nnc(-c2ccc(C)cc2)n1 (stereo unspecified) | -8 | -18 | -6 | -11 | 4 | -7 | 1.3 | -2.7 | 0.7 | -6 | 0.9
CCOC(=O)/C=C/C(=O)OCC(=O)Nc1cccc(Cl)c1Cl | -10 | 18 | -28 | 4 | 182 | 8 | -1.6 | 76* | 4.4 | -14 | 97*

Next structures:
SMILES | PKA-R2B act | PfHsp90 set2 | Tat export inh | PKA-R1A act | SUMO Mot1 rescue | OPRM1-OPRD1 inv | MOR-DOR ag | Ecoli viability | phage Ecoli inh | HTR5A inv ctr | AddAB inh
C(=N\Nc1ccc2ccccc2n1)/c1ccc2c(c1)OCCO2 | 0 | -1 | 4 | 5 | i | 0 | -0.1 | 2.3 | 0.5 | 6 | 1.0
O=S(=O)(Nc1ccccn1)c1ccc(Br)cc1 | 1 | 13 | -3 | -13 | 231 | 6 | -1.1 | -1.8 | 2.2 | 14 | 2.4
Cc1ccc(C(=O)O)cc1NS(=O)(=O)c1ccc2c(c1)oc(=O)n2C | -3 | -42 | 13 | 10 | 14 | -4 | 0.9 | nt | 0.0 | -1 | nt
COc1cccc(NC(=O)COc2cc(C)cc3oc(=O)cc(C)c23)c1 | 5 | -23 | 1 | 7 | -4 | -1 | 0.2 | 0.5 | 0.2 | 13 | 3.4
O=C(Cn1cccc1C(=O)c1ccccc1)NCc1ccco1 | -3 | 13 | 2 | -5 | -10 | 12 | -2.2 | -1.4 | 4.2 | -16 | -2.2
COCCOC(=O)C(C#N)c1nc2ccccc2nc1N1CCCC1 (stereo unspecified) | -1 | -8 | 2 | -6 | -10 | 10 | -2.2 | 0.7 | 1.0 | 4 | 1.7
Cc1ccc(SC(CC(=O)c2ccc(F)cc2)C(=O)O)cc1 (stereo unspecified) | -7 | 25 | -1 | -7 | -4 | 4 | -0.9 | -2.6 | 1.2 | 8 | -1.0
COc1cc(/C=C2/CC/C(=C/c3ccc(O)c(OC)c3)C2=O)ccc1O | 3 | -5 | -1 | -12 | -18 | -53 | 10 | -2.6 | -1.3 | 14 | -0.3
CCOc1cccc(-c2cc(C(=O)NN)[nH]n2)c1 | -1 | 9 | 7 | -3 | 10 | -7 | 1.4 | 0.3 | 2.2 | -1 | 4.9
CS(=O)(=O)N(CC(N)=O)c1ccc2c(c1)OCO2 | -8 | 20 | -7 | -3 | 2 | 10 | -1.8 | 1.9 | 2.1 | -12 | 3.2
CCOc1ccccc1NC(=O)C(=O)N/N=C/c1cc(Br)ccc1O | -10 | -7 | 4 | -1 | -16 | 6 | -1.1 | 3.6 | 7.2 | -5 | 4.0
O=C(Cc1ccccc1)N/N=C/c1ccc[nH]1 | 2 | 8 | 2 | 4 | 25 | -2 | 0.5 | 0.3 | 2.2 | -11 | 0.9

Next section.
SMILES | PKA-R2B act | PfHsp90 set2 | Tat export inh | PKA-R1A act | SUMO Mot1 rescue | OPRM1-OPRD1 inv | MOR-DOR ag | Ecoli viability | phage Ecoli inh | HTR5A inv ctr | AddAB inh
CCOc1ccc(C(=O)NC2CCCCCCC2)cc1 | 10 | 2 | -3 | -6 | 347 | 8 | -1.5 | 1.0 | 2.2 | 4 | 4.1
CC1CN(C(=O)COC(=O)/C=C/c2cccc([N+](=O)[O-])c2)CC(C)O1 (stereo unspecified) | -10 | 17 | 1 | 2 | -8 | 11 | -2.8 | 0.6 | 1.1 | 15 | 0.8
Cc1cc(C(=O)NC2CCCCC2)c2cc(F)ccc2n1 | -10 | 0 | -2 | -13 | -9 | 18 | -3.4 | 6.1 | 0.6 | 9 | 3.4
Cc1ccccc1Cn1cc(NC(=O)c2cc(-c3cccs3)on2)cn1 | 9 | -1 | 3 | 0 | -17 | -63 | 11 | -2.7 | 2.0 | -1 | 0.1
COc1ccc(C(=O)N2CCCC(Nc3ccc(C)c(C)c3)C2)c(OC)n1 (stereo unspecified) | 12 | -15 | 0 | 23* | -4 | 4 | -0.8 | -0.9 | -0.9 | -18 | 2.1
CC(Oc1ccc(C(C)(C)C)cc1)C(=O)NCC(c1ccco1)N1CCCC1 (stereo unspecified) | 1 | 7 | 6 | -4 | 87 | 8 | -1.9 | -1.9 | -1.8 | -13 | 2.5
COc1ccc(OC)c(NC(=O)CCCNC(=O)Cn2cnc3sc(C)c(C)c3c2=O)c1 | -2 | 19 | -2 | 2 | -1 | 2 | -0.2 | 2.3 | 2.5 | -4 | 2.2
Cc1nc(NC(=O)c2cncc(Br)c2)ccc1Br | 1 | -30 | -6 | 3 | 11 | 9 | -2.0 | 1.5 | 0.2 | -4 | 1.0
O=Cc1ccc(Oc2cccc(C(F)(F)F)c2)nc1 | 0 | -12 | 1 | -1 | 554* | 16 | -3.1 | -0.2 | 3.0 | 3 | 3.3
CN(C)C(CNC(=O)C1CCN(S(=O)(=O)c2ccccc2C(F)(F)F)CC1)Cc1ccccc1 (stereo unspecified) | -5 | 10 | 3 | -11 | nt | 23 | -4.8 | nt | 2.7 | 11 | nt
CCCc1oc2c(c(=O)c1CC)C(=O)CC(C)(C)C2 | -7 | nt | -11 | -5 | 5 | 15 | -3.0 | -0.9 | 1.3 | -5 | 1.0
CN1CCN(C(=O)c2ccc(Cl)c(S(=O)(=O)N3CCCCCC3)c2)CC1 | -10 | -7 | -4 | -3 | -12 | 8 | -1.4 | 3.2 | 3.1 | 28 | 5.0
